D1 potentiator – potentiators of human D1 dopamine receptor; P21728; HEK293 TREx D1 cells, calcium flux, dopamine EC20 potentiation; potentiation, % at 10 µM; actives 0.036% (n = 360,000); in the data active means potentiation above about 30%; further: 0% is about no effect
Vif-A3G inh – blocks the Vif interaction with human APOBEC3G; Q9HC16; HeLa A3G-eYFP + Vif (tagged APOBEC3G with the HIV-1 protein that degrades it), YFP fluorescence, overnight; Potency, µM (top dose mostly 46.1 µM), inactives show top-dose activity, negative = active, actives largely listed as inhibitors; actives 0.076% (n = 410,000); AID 602310;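 further: potency means the concentration at half of the fitted maximal effect; on the % scale 0 is the no-effect control and ±100 the full control effect; nearly all actives have a fitted effect of over 60% in size; hits raise eYFP signal because A3G escapes Vif-driven loss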
Target sequence (Q9HC16 whole entry, looked up): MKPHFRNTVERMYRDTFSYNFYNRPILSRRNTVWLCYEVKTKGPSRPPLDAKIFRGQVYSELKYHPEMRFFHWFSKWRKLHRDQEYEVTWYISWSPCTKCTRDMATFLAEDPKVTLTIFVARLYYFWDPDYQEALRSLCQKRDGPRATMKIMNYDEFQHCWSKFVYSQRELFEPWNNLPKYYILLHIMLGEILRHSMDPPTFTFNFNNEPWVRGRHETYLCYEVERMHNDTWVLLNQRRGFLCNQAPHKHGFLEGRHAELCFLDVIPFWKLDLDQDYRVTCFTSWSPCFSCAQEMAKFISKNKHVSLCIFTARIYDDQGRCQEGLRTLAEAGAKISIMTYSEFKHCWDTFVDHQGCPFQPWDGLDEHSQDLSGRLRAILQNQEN
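HeLa cells stably expressing Vif and C-terminally eYFP-tagged A3G, seeded overnight at 37 deg C, then exposed to compound by pintool overnight at 37 deg C. Rise in yellow fluorescence (Ex 488/Em 500-530, Acumen) marks blocked Vif-driven A3G degradation.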
D1 antag – human D1 dopamine receptor antagonism. actives 3.2% (n = 360,000). activity change, negative = inhibition, % at 10 µM. HEK293 TREx D1 cells, calcium flux, dopamine EC80; active compounds read low. P21728; in the data active means activity change below about -30%; further: on the % scale 0 is the no-effect control and ±100 the full control effect
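HEK293 T-REx cells expressing inducible, force-coupled D1 receptor; no-wash Ca dye, 30–90 min RT. Cmpd → 180 s read at 1 Hz → EC80 DA → 180 s read.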
Glioma ERSR ind – induces the endoplasmic reticulum stress response in human glioma cells; AID 602332; U87-MG GRP78 promoter luciferase reporter, 16 h; actives 0.02% (n = 420,000); Potency, µM, without a hit: top-dose activation, usual class: activators; further: potency means the concentration at half of the fitted maximal effect; series mostly up to about 76 µM; % of control where 0% means no effect; nearly all actives have a fitted effect of over 35% in size
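Stably transfected U87-MG human glioma cells carrying a GRP78-based luminescent sensor were seeded at 1000 cells/well, pin-dosed with compounds and incubated 16 h. Luciferase reagent was then added, and end-point luminescence was read after 10 min at room temperature.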
RXFP1 ag – agonists of human relaxin receptor RXFP1 | HEK293T-RXFP1 cAMP TR-FRET, 30 min; response scale: percent of porcine relaxin response, buffer zero | Potency, µM (titrated, usually from 57.5 µM), for the others: top-dose activation, hits mostly activators | actives 0.3% (n = 370,000); further: potency means the concentration at half of the fitted maximal effect; on the % scale 0 is the no-effect control and ±100 the full control effect; nearly all actives have a fitted effect of over 60% in size; many of its hits are not listed in these tables
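HEK293T cells stably expressing RXFP1 were pretreated with the PDE4 inhibitor Ro 20174, exposed to compounds for 30 min at 37C, lysed, and cAMP was read by TR-FRET. Data normalized to buffer (basal) and 29 nM porcine relaxin (100%).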
D1 ag – human D1 receptor agonism; HEK293 T-REx D1 cells, calcium flux, agonist mode; P21728; activation, % at 2 µM; actives 1% (n = 360,000); AID 504660; in the data active means activation above about 30%; further: 0% is about no effect
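Tetracycline-induced HEK293 TREx D1 cells, force-coupled to calcium signalling, were dye-loaded with a no-wash calcium kit. Compound was pin-added after a 10 s baseline. Fluorescence was read kinetically at 1 cycle/s for 180 s, with calcium rises flagged as agonism.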
Vif-A3F inh – Vif-A3F binding inhibition. HeLa A3F-eYFP + Vif (tagged APOBEC3F with the HIV-1 protein that degrades it), YFP fluorescence increase. Potency, µM (top dose mostly 46.1 µM), for the others: at the highest dose activity, negative = active. actives 0.2% (n = 390,000). AID 602313; further: potency means the concentration at half of the fitted maximal effect; % of control where 0% means no effect; nearly all actives have a fitted effect of over 65% in size
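Fluorescence increase (Ex 488/Em 500-530) after overnight compound treatment at 37 deg C flags inhibition of Vif-driven A3F-eYFP loss in stable HeLa A3F-eYFP/Vif cells seeded overnight beforehand.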
D2 potentiator – positively modulates the human D2 dopamine receptor allosterically | P14416 | potentiation, % at 10 µM | AID 485347 | actives 0.34% (n = 340,000) | HEK293 T-REx D2, calcium flux, EC20 dopamine potentiation;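 active means potentiation over 3 SD above the plate norm, cut at about 30% in these data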; further: 0% is about no effect
Target sequence (P14416 whole entry, looked up): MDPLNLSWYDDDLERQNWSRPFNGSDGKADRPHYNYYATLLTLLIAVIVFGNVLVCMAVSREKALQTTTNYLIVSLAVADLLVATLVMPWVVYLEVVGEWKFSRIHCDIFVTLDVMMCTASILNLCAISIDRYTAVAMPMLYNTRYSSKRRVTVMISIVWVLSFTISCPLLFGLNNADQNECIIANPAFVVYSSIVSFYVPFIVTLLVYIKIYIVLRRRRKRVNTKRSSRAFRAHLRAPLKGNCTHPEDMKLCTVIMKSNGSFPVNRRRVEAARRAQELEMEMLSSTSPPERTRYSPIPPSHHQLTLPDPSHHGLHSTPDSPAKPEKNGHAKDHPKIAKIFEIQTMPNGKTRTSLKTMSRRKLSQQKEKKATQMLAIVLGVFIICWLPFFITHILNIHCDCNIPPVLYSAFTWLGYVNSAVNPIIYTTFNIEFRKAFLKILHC
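Primary screen. Calcium kinetics in induced HEK293 T-REx D2 cells: compound pre-addition 180 s, EC20 dopamine, 180 s more.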
RXFP1 antag – RXFP1 (human) relaxin receptor antagonism; Q9HBX9; HEK293-RXFP1, relaxin-stimulated cAMP HTRF, 30 min; active compounds read low; activity change, negative = inhibition, % at 57.5 µM; actives 0.59% (n = 350,000); AID 1259400;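 active means activity change of -60% or lower, but not beyond a set lower limit; inconclusive means change between -60% and -40%, or beyond the set limit; inactive means change above -40%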; further: on the % scale 0 is the no-effect control and ±100 the full control effect
Numbers without * were called inactive. Unless noted, the call rests on the fitted dose curve; in most records, active means well fitted curve in the direction sought with a large enough effect; inconclusive means small, poorly fitted or top-dose-only effect, or another doubt; inactive means no such curve, though single readings can be large; an effect the other way counts as inactive or inconclusive. These rows are one share of the data (hit frequency here may not be typical).

Screening CC1CC(C)CN(S(=O)(=O)c2cccc3nsnc23)C1 (configuration not stated) returned D1 potentiator -6, Vif-A3G inh 2%, D1 antag -13, Glioma ERSR ind 1%, RXFP1 ag -0.2%, D1 ag -1, Vif-A3F inh -8%, D2 potentiator 15 and RXFP1 antag 1.
Screening CCO[C@@H]1OC(C(=O)N2CCN(Cc3ccccc3)CC2)=C[C@H](c2csc3ccccc23)[C@H]1CCCO returned D1 potentiator -4, Vif-A3G inh -6%, D1 antag -21, Glioma ERSR ind -2%, RXFP1 ag 1.0%, D1 ag 3, Vif-A3F inh -11% and D2 potentiator -2.
COC(=O)c1ccc(COc2ccccc2/C=C(\C#N)C(=O)NC(C)C)cc1 was read as D1 potentiator -4, Vif-A3G inh -6%, D1 antag 3, Glioma ERSR ind -4%, RXFP1 ag -0.5%, D1 ag 1, Vif-A3F inh 9%, D2 potentiator -2 and RXFP1 antag -5.
`N#C/C(=C(/O)c1ccc(Cl)c([N+](=O)[O-])c1)c1nc2ccccc2[nH]1` gave D1 potentiator 0, Vif-A3G inh 1%, D1 antag -14, Glioma ERSR ind 7%, RXFP1 ag -1.0%, D1 ag 16, Vif-A3F inh -8%, D2 potentiator 1 and RXFP1 antag -2.
`O=C(c1cc(-c2cccs2)on1)N1CCCCC1` gave D1 potentiator -8, Vif-A3G inh 1%, D1 antag -7, Glioma ERSR ind -10%, RXFP1 ag 1.7%, D1 ag 4, Vif-A3F inh 3%, D2 potentiator 12 and RXFP1 antag -1.
Screening O=C(NCCN1CCOCC1)c1ccc(Cl)c(S(=O)(=O)N2CCCC2)c1 returned D1 potentiator 2, Vif-A3G inh 1%, D1 antag 2, Glioma ERSR ind -4%, RXFP1 ag 0.7%, D1 ag 15, Vif-A3F inh -5%, D2 potentiator 7 and RXFP1 antag -13.
Screening C[C@H]1C=C(C(=O)NCc2nc3ccccc3[nH]2)O[C@@H](OCc2ccc(CO)cc2)C1 returned D1 potentiator 2, Vif-A3G inh -5%, D1 antag 2, Glioma ERSR ind -2%, RXFP1 ag 1.1%, D1 ag 1, Vif-A3F inh -2% and D2 potentiator 1.
Screening O=C(N/N=C/c1cc([N+](=O)[O-])ccc1N1CCCCCC1)c1ccccn1 returned D1 potentiator -6, Vif-A3G inh 0%, D1 antag -6, Glioma ERSR ind 6%, RXFP1 ag 1.3%, D1 ag 3, Vif-A3F inh -11% and RXFP1 antag -6.
`Cc1ccc(N=N/C(=C\O)C(=O)c2ccncc2)cc1` gave D1 potentiator -2, Vif-A3G inh -9%, D1 antag 4, Glioma ERSR ind 3%, RXFP1 ag -0.1%, D1 ag 0, Vif-A3F inh 8%, D2 potentiator 13 and RXFP1 antag -25.
Screening CSc1ncccc1C(=O)Nc1ccc(F)c(F)c1F returned D1 potentiator -1, Vif-A3G inh -4%, D1 antag -6, Glioma ERSR ind -4%, RXFP1 ag -0.5%, D1 ag 2, Vif-A3F inh 15%, D2 potentiator 13 and RXFP1 antag -5.
Screening CCC(C)NC(=O)c1cnn(-c2ccc(Cl)cc2)c1C1CCN(C(=O)OC(C)(C)C)CC1 (configuration not stated) returned D1 potentiator -4, Vif-A3G inh -6%, D1 antag -1, Glioma ERSR ind -3%, RXFP1 ag 0.2%, D1 ag -1, Vif-A3F inh -3%, D2 potentiator 6 and RXFP1 antag -20.
CCOC(=O)CCCNC(=O)CCNC(=O)c1ccc(OC(C)C)cc1 was read as D1 potentiator -2, Vif-A3G inh -3%, D1 antag 2, Glioma ERSR ind -4%, RXFP1 ag 1.8%, D1 ag 2, Vif-A3F inh 0%, D2 potentiator -7 and RXFP1 antag -1.
Screening CCCCNC(=O)C1CCCN(S(=O)(=O)c2c(C)noc2/C=C/c2cccs2)C1 (configuration not stated) returned D1 potentiator -2, Vif-A3G inh 2%, D1 antag -17, Glioma ERSR ind -3%, RXFP1 ag -2.0%, D1 ag 6, Vif-A3F inh -7%, D2 potentiator 11 and RXFP1 antag -5.
`CCOC(=O)C(C)/C(C)=N/NC(N)=S` (configuration not stated) gave D1 potentiator 6, Vif-A3G inh -3%, D1 antag 5, Glioma ERSR ind -2%, RXFP1 ag -1.3%, D1 ag 1, Vif-A3F inh 5%, D2 potentiator 2 and RXFP1 antag -15.
CN(CC(=O)Nc1ccc(S(=O)(=O)N2CCCC2)cc1)Cc1ccc(Cl)cc1 was read as D1 potentiator 2, Vif-A3G inh 1%, D1 antag -6, Glioma ERSR ind -7%, RXFP1 ag 0.4%, D1 ag 1, Vif-A3F inh -1%, D2 potentiator 3 and RXFP1 antag 11.
Screening Cc1ccc(Cl)cc1NC(=O)CSc1nncn1-c1ccccn1 returned D1 potentiator -4, Vif-A3G inh 0%, D1 antag 9, Glioma ERSR ind -5%, RXFP1 ag 0.1%, D1 ag 2, Vif-A3F inh 3%, D2 potentiator -10 and RXFP1 antag 3.
For Cn1c(=O)cc(SCC(=O)N2CCN(c3ccccn3)CC2)c2ccccc21 the results were D1 potentiator 2, Vif-A3G inh -6%, D1 antag 5, Glioma ERSR ind -3%, RXFP1 ag 3.3%, D1 ag -1, Vif-A3F inh -3%, D2 potentiator -4 and RXFP1 antag -2.
For COc1ccc(C(=O)SC2=NCCS2)cc1 the results were D1 potentiator -4, Vif-A3G inh 1%, D1 antag -4, Glioma ERSR ind -4%, RXFP1 ag 1.1%, D1 ag 6, Vif-A3F inh -2%, D2 potentiator 6 and RXFP1 antag -31.
For C=CCNC(=O)C1CC(=O)N(c2ccc(OCC(=O)NCc3ccccc3)cc2)C1 (configuration not stated) the results were D1 potentiator -4, Vif-A3G inh 1%, D1 antag -15, Glioma ERSR ind -2%, RXFP1 ag -0.1%, D1 ag 3, Vif-A3F inh 0%, D2 potentiator -4 and RXFP1 antag 0.
`Cc1cccc(-n2cc(-c3ccccc3)[nH]c2=S)c1` gave D1 potentiator -10, Vif-A3G inh -20%, D1 antag -9, Glioma ERSR ind -6%, RXFP1 ag 1.4%, D1 ag 1, Vif-A3F inh -7%, D2 potentiator 3 and RXFP1 antag 1.
For Cc1ccc(C(=O)C2CCN(CC(=O)Nc3ccc4c(c3)OCCO4)CC2)cc1 the results were D1 potentiator -7, Vif-A3G inh 0%, D1 antag -2, Glioma ERSR ind -2%, RXFP1 ag 1.9%, D1 ag 0, Vif-A3F inh -16%, D2 potentiator -25 and RXFP1 antag 6.
For COc1ccc(S(=O)(=O)NCc2ccncc2)cc1OC the results were D1 potentiator -4, Vif-A3G inh 1%, D1 antag -1, Glioma ERSR ind -2%, RXFP1 ag -0.7%, D1 ag 2, Vif-A3F inh -10%, D2 potentiator 2 and RXFP1 antag -5.
Screening Cc1cc(C(=O)Cn2nnc3ccccc3c2=O)c(C)n1-c1ccccc1F returned D1 potentiator 25, Vif-A3G inh 6%, D1 antag -53*, Glioma ERSR ind -6%, RXFP1 ag -0.1%, D1 ag 3, Vif-A3F inh -1%, D2 potentiator 2 and RXFP1 antag -13.
`O=c1oc2ccccc2c(N2CCN(c3ccccc3F)CC2)c1CN1CCCC1` gave D1 potentiator 4, Vif-A3G inh 2%, D1 antag -4, Glioma ERSR ind -1%, RXFP1 ag 4.0%, D1 ag -1, Vif-A3F inh -7%, D2 potentiator -5 and RXFP1 antag -9.
`CCOC(=O)Cc1nnc(NC(=O)CCc2ccccc2)s1` gave D1 potentiator -6, Vif-A3G inh 12%, D1 antag -4, Glioma ERSR ind -3%, RXFP1 ag 0.0%, D1 ag 1, Vif-A3F inh 5%, D2 potentiator -2 and RXFP1 antag -8.
O=C(COc1ccccc1Br)NCCC1=CCCCC1 was read as D1 potentiator -4, Vif-A3G inh 1%, D1 antag -3, Glioma ERSR ind 1%, RXFP1 ag 1.9%, D1 ag 1, Vif-A3F inh -8% and RXFP1 antag -11.
For CCc1ccc(NC(=O)CC2C(=O)N(c3ccc(C)cc3)C(=O)N2C2CC2)cc1 (configuration not stated) the results were D1 potentiator -1, Vif-A3G inh -6%, D1 antag -9, Glioma ERSR ind -4%, RXFP1 ag 0.3%, D1 ag 0, Vif-A3F inh -11%, D2 potentiator 16 and RXFP1 antag -2.
O=C(CSc1nnnn1-c1ccccc1)N1CCc2ccccc21 was read as D1 potentiator -2, Vif-A3G inh 2%, D1 antag -5, Glioma ERSR ind -3%, RXFP1 ag -0.1%, D1 ag 1, Vif-A3F inh -5%, D2 potentiator -12 and RXFP1 antag 8.
Screening CCN1CCN(S(=O)(=O)c2ccc(Cl)c(C(=O)Oc3ccc(CC(=O)OC)cc3)c2)CC1 returned Vif-A3G inh -46%, Glioma ERSR ind -2%, Vif-A3F inh -8% and RXFP1 antag -7.
For O=c1cc(CNc2cc(Cl)ccc2Cl)nc2sccn12 the results were D1 potentiator -2, Vif-A3G inh -8%, D1 antag 5, Glioma ERSR ind 6%, RXFP1 ag -1.6%, D1 ag 1, Vif-A3F inh -12%, D2 potentiator 16 and RXFP1 antag 4.
Screening CCCCCN(CCCCC)C(=O)C(CCC(=O)O)NC(=O)c1ccc(Cl)c(Cl)c1 (configuration not stated) returned Vif-A3G inh -2%, Glioma ERSR ind inconclusive, Vif-A3F inh 2% and RXFP1 antag -25.
O=C(CSc1cccc(C(F)(F)F)c1)NC(=O)c1ccccc1 was read as D1 potentiator -4, Vif-A3G inh 0%, D1 antag 6, Glioma ERSR ind 5%, RXFP1 ag -0.9%, D1 ag 9, Vif-A3F inh -5%, D2 potentiator -7 and RXFP1 antag -1.

Copied from the entries so far (2 entries):
For Cc1ccc(C(=O)C2CCN(CC(=O)Nc3ccc4c(c3)OCCO4)CC2)cc1 the results were D1 potentiator -7, Vif-A3G inh 0%, D1 antag -2, Glioma ERSR ind -2%, RXFP1 ag 1.9%, D1 ag 0, Vif-A3F inh -16%, D2 potentiator -25 and RXFP1 antag 6.
For COc1ccc(S(=O)(=O)NCc2ccncc2)cc1OC the results were D1 potentiator -4, Vif-A3G inh 1%, D1 antag -1, Glioma ERSR ind -2%, RXFP1 ag -0.7%, D1 ag 2, Vif-A3F inh -10%, D2 potentiator 2 and RXFP1 antag -5.
